Source: PubChem (several laboratories)
TROY NFkB inh: inhibitors of TROY-driven NF-kB signaling, primary screen, Q293 LMP1-TROYcd cells, NF-kB luciferase, uHTS; Q293 LMP1-TROYcd NF-kB luciferase reporter, 4 h; inhibition, % at 10 µM; AID 1347056, 2019; 360,000 tested, 0.98% active;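 active = compounds whose plate-normalised and pattern-corrected inhibition of the luciferase reporter signal at the single screening dose is 50% or more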
TLR9-MyD88 block: inhibitors of TLR9-MyD88 association in cells, primary screen, cell-based, CHO, BLA complementation, fluorescence | Toll-like receptor 9 (Homo sapiens) + Myeloid differentiation primary response protein … | CCF4 FRET ratio | inhibition, % at 4.98 µM | 340,000 tested, 0.21% active;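 active = inhibition above the mean over all tested compounds plus 3 SD, cut at about 21% in these data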;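 also: 0% = DMSO only wells and 100% = clavulanate BLA inhibitor control wells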
SRC2 inh: inhibition of GAL4-SRC2 driven luciferase reporter, primary screen, SRC2 inhibitor project, cell-based, luminescence; inhibition, % at 9 µM; HEK293 GAL4-SRC2 luciferase reporter; 370,000 tested, 0.17% active; Nuclear receptor coactivator 2 (Homo sapiens), Q15596;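 active = inhibition above the mean inhibition of all tested compounds plus 3 SD, set per campaign, cut at about 52% in these data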;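 also: 0% = DMSO treated cells and 100% = cells given Gossypol at 36 µM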
Granule exo inh: LAMP-1 surface exposure blockers, TALL-104 cells – cell-based, flow cytometry, MLPCN library, primary screen; AID 651702, 2012; inhibition, % at 10 µM; TALL-104 LAMP-1 surface exposure; cells stimulated with thapsigargin and PMA; 360,000 tested, 0.66% active;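 active = inhibition above about 55%, limit read from the data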
COUP-TFII inh: NR2F2 transcriptional activity inhibitors, primary screen, cell-based, luciferase reporter, HEK293T, luminescence | COUP transcription factor 2 (Homo sapiens), P24468 | HEK293T NGFI-A luciferase reporter | inhibition, % at 8.6 µM | 370,000 tested, 0.7% active | AID 686940, 2013;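 active = inhibition above a per-plate cutoff, mean inhibition of test wells between control levels plus 3 SD, cut at about 38% in these data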;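 also: cells cotransfected with COUP-TFII expression vector driving the NGFI-A reporter; 0% = median of COUP-TF2 test wells and 100% = reporter-only cells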
NOD2-RIPK2 inh: NOD2-RIPK2 binding disruptors in cells, primary screen, fluorescence, CHO cells, BLA complementation; 360,000 tested, 0.38% active; inhibition, % at 4.98 µM; AID 624267, 2012; Receptor-interacting serine/threonine-protein kinase 2 (Homo sapiens), O43353; CCF4 ratio; in the data active = inhibition above about 21%;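 also: 0% = vehicle only and 100% = reference blocker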
TWEAK Fn14 block: inhibitors of TWEAK-Fn14 signaling, primary screen, luciferase reporter cells, uHTS; TWEAK-stimulated Fn14 reporter cells, luciferase luminescence, 8 h; inhibition, % at 10 µM; 360,000 tested, 2% active; AID 1159606, 2016; in the data active = inhibition above about 50%
LRH-1 inv ag: LRH-1 (NR5A2) inverse agonists, primary screen, cell-based, luminescence, HEK293T, StAR-luciferase reporter; Nuclear receptor subfamily 5 group A member 2 (Homo sapiens), O00482; LRH-1 transfected, 24 h; inhibition, % at 3.6 µM; 360,000 tested, 0.13% active;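 active = inhibition above the mean inhibition of all tested compounds plus 3 SD, cut at about 73% in these data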;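 also: 0% = DMSO wells and 100% = reporter-only cells lacking LRH-1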
NCOA3 inh: SRC3 coactivator transcriptional activity inhibitors, primary screen, cell-based, luminescence; Nuclear receptor coactivator 3 (Homo sapiens), Q9Y6Q9; HEK293 GAL4-SRC3 luciferase reporter; inhibition, % at 3.6 µM; 360,000 tested, 0.17% active; AID 588352, 2011;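 active = inhibition above a per-campaign cutoff, the mean of all compounds plus 3 SD, cut at about 60% in these data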;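 also: 0% = DMSO-treated cells and 100% = gossypol-treated cells at 36 µM; higher means less SRC3-driven luciferase light from the GAL4 reporter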
ABHD5 PLIN5 PPI: ABHD5-PLIN5 interaction inhibitors, primary screen, cell lysate, split luciferase complementation, luminescence; Split G. princeps luciferase complementation, 4 h; inhibition, % at 4 µM; Perilipin-5 (Homo sapiens) + 1-acylglycerol-3-phosphate O-acyltransferase ABHD5 (Homo …; 360,000 tested, 0.78% active;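 active = inhibition above the mean inhibition across every tested compound plus 3 SD, cut at about 22% in these data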;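 also: 0% = DMSO only wells and the 100% control is not disclosed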
SRC1 inh: SRC1 coactivator transcriptional activity inhibitors, primary screen, cell-based, luminescence | HEK293 GAL4-SRC1 luciferase reporter | inhibition, % at 3.6 µM | 360,000 tested, 0.12% active | AID 588354, 2011;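 active = inhibition above the campaign mean plus 3 SD, with each screening campaign given its own cutoff, cut at about 60% in these data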;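 also: 0% = DMSO treated cells and 100% = gossypol at 36 µM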
Target sequence (Q15788 whole entry, looked up, the tested form may be a part): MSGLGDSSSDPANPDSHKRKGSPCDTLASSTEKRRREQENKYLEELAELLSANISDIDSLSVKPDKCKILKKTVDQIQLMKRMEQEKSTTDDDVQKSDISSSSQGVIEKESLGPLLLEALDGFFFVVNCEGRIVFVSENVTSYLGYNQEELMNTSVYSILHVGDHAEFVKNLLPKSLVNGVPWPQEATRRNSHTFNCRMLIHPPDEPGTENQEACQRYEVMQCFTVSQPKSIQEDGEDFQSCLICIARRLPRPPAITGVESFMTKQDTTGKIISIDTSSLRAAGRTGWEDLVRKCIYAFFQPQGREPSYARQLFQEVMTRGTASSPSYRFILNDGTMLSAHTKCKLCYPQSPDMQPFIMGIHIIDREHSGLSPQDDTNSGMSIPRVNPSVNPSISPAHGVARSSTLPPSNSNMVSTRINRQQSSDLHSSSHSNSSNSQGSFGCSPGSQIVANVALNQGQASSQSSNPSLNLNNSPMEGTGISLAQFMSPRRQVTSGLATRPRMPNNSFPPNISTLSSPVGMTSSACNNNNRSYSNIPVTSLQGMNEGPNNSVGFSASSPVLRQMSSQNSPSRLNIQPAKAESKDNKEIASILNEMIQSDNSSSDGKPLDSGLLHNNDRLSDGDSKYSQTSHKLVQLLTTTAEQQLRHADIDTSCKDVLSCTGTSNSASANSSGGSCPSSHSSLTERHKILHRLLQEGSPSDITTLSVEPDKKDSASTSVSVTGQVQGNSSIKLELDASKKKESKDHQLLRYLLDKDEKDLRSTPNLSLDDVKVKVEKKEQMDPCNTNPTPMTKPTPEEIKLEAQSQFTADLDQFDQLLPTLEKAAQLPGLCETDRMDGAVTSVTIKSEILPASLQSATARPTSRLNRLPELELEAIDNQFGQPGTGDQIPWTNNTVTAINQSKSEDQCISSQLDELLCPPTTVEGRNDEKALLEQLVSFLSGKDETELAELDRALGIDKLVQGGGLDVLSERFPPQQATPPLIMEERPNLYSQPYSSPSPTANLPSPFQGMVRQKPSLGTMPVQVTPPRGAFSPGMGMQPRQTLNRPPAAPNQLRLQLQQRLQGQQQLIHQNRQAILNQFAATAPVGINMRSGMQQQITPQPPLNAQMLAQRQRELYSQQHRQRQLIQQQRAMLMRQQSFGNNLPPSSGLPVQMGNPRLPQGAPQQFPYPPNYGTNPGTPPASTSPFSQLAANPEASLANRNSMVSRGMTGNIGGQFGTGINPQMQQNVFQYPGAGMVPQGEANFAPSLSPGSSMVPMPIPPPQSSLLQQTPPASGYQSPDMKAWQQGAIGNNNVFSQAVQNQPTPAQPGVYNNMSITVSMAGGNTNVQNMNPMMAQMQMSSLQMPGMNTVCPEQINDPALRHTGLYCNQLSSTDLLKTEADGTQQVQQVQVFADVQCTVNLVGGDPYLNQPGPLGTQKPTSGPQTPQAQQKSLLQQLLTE
Numbers without * were called inactive; . = not tested or not shown.

molecule | ABHD5 PLIN5 PPI | TLR9-MyD88 block | NOD2-RIPK2 inh | SRC1 inh | TROY NFkB inh | NCOA3 inh | LRH-1 inv ag | SRC2 inh | COUP-TFII inh | Granule exo inh | TWEAK Fn14 block
CCN(CC)c1ccc(NC(=O)c2ccc(Cl)nc2)cc1 | -1.8 | 10.1 | -4.0 | -29.5 | -9.7 | -6.9 | 15.1 | -9.8 | 4.0 | -2.2 | 8.0
Cc1cc(NC(=O)c2cccs2)cc(-c2nc3ncccc3o2)c1O | 0.8 | -6.1 | 0.9 | -31.5 | -17.2 | 19.6 | 11.2 | -12.4 | 2.1 | -2.2 | 1.4
Cc1ccc(C(=O)N[C@H](C(=O)Nc2ccc(N3CCOCC3)cc2)C(C)C)cc1 | 3.9 | -3.0 | -3.1 | -5.2 | -1.9 | 2.4 | 6.9 | 8.4 | 15.4 | 8.3 | -19.0
Cc1onc(-c2ccccc2)c1C(=O)NC(=S)Nc1sc2c(c1C#N)CCCC2 | -11.2 | -9.7 | -8.8 | -16.4 | 2.5 | 0.1 | 2.5 | -11.1 | 8.4 | 4.3 | -27.0
CCOc1cc(/C=C2\SC(=O)N(CC(=O)Nc3ccccc3F)C2=O)cc([N+](=O)[O-])c1O | 3.2 | -3.9 | 1.4 | -1.2 | 40.2 | 7.7 | -5.8 | -23.1 | 15.7 | 3.0 | 2.7
Cc1cc(C)n(CC(O)CN(c2ccccc2)S(=O)(=O)c2ccc3ccccc3c2)n1 (stereo unspecified) | -4.0 | -5.0 | -1.4 | -23.1 | 1.8 | 8.2 | -7.4 | 0.5 | 5.9 | -1.0 | 8.0
CCN(CC)C(=O)C1=C(C)N(CCCN2CCCC2=O)C(=O)C(CC(=O)NCCCN(C)C)C1 (stereo unspecified) | 2.1 | 3.0 | -5.4 | 0.1 | -7.5 | -19.6 | 4.1 | -2.5 | 8.6 | -0.4 | 6.4
Cc1ccccc1S(=O)(=O)c1cc(C#N)c(=O)[nH]c1N | -0.3 | -1.7 | -6.9 | -7.1 | 0.1 | 11.1 | 4.0 | -14.8 | 1.6 | -3.1 | 3.4
CCOC(=O)c1cc(CC)sc1/N=C/C1C(=O)CCCC1=O | 7.2 | -0.5 | -16.2 | 8.0 | 9.1 | -7.2 | 15.7 | -13.4 | 3.3 | 0.6 | -2.1
N#Cc1cccc(C(Br)S(=O)(=O)c2ccccc2)c1 (stereo unspecified) | 4.5 | 1.5 | 1.2 | 7.0 | -4.3 | -15.4 | -1.7 | -43.8 | 4.4 | -2.0 | 6.5
CCOc1ccc2c(c1)c(N=O)c(O)n2C | 10.4 | 6.2 | 10.7 | -10.1 | -3.2 | -13.0 | 11.8 | -6.8 | -14.2 | -3.4 | -3.0
COc1ccc(-c2nc(CS(=O)CC(=O)NCc3ccc(Cl)cc3)c(C)o2)cc1OC (stereo unspecified) | -7.8 | -3.9 | -10.3 | 15.6 | 4.8 | 7.0 | -1.2 | 1.3 | 8.6 | 19.8 | -11.2
COc1ccc(-c2c(NC(=O)c3ccco3)oc3c(C)cccc3c2=O)cc1 | -0.3 | 0.1 | 1.6 | 6.4 | 11.8 | -3.0 | 31.3 | 11.0 | -6.8 | -2.0 | -12.2
CN(C)C(=O)N=NC(=O)N(C)C | -7.7 | -7.2 | -6.9 | -15.6 | 5.9 | -8.0 | -7.7 | -34.1 | -9.7 | 8.3 | -6.1
Cc1ccccc1NC(=O)Nc1ccccc1C(=O)NCc1ccccc1 | -3.4 | 4.8 | -1.0 | -12.2 | 6.3 | -6.1 | -0.5 | -9.9 | 6.0 | -2.2 | 12.2
Cc1ccc(-c2nn3nnnc3c3ccccc23)cc1 | -4.2 | 1.1 | -1.0 | -1.5 | . | 4.1 | -12.1 | -17.1 | -8.2 | -2.3 | 3.8
CSc1cnc2c(N)nc(N(C)C)nc2n1 | 2.8 | 5.6 | 12.9 | -1.9 | 0.2 | 16.8 | 3.6 | -31.4 | 4.0 | -5.8 | 17.3
COc1ccc(-c2ccc(SCC(=O)N3c4ccccc4CC3C)nn2)cc1OC (stereo unspecified) | 3.7 | -9.1 | 0.9 | -20.5 | -3.6 | -19.8 | -7.5 | -24.6 | -6.5 | 2.3 | 63.3*
CCc1[nH]c(=O)[nH]c1C(C)S(=O)(=O)c1ccc(C)cc1 (stereo unspecified) | 22.0 | -3.5 | -15.3 | -5.7 | 2.5 | 9.3 | 6.3 | -2.4 | 8.0 | 0.7 | -13.7
Cc1ccc(S(=O)(=O)c2c(C)nn(C(C)(C)C)c2OC(=O)CC(C)C)cc1 | -5.4 | -2.0 | 4.0 | -14.2 | 6.1 | 7.8 | 0.7 | -16.4 | 17.9 | 7.3 | 21.9
COc1cc(C(=O)NNC(=O)/C=C/c2ccccc2)cc(OC)c1OC | 8.3 | 5.3 | -10.3 | -2.4 | -7.6 | -7.3 | 9.6 | 4.1 | -3.5 | -0.1 | 4.8
CCOC(=O)CSC1=C(C#N)C(c2ccc(C)s2)CC(=O)N1 (stereo unspecified) | -8.7 | 2.1 | -0.1 | -1.5 | 23.1 | -6.5 | 2.8 | 16.5 | -9.0 | -2.6 | 29.8
COC(=O)c1ccc(CN(c2ccccc2Cl)S(C)(=O)=O)cc1 | -0.6 | 10.2 | -4.3 | -6.9 | 7.7 | 7.8 | 3.6 | 15.7 | -12.0 | 20.2 | 26.1
COc1ccccc1CNC(=O)COC(=O)c1ccc(C)c(S(=O)(=O)N2CCOCC2)c1 | 5.0 | -5.4 | -4.3 | -8.2 | 15.6 | -1.4 | -16.9 | 17.6 | 3.4 | -1.3 | 0.6
CCc1ccc(CN2CCCC(CNC(=O)c3cc(OC)cc(OC)c3)C2)cc1 (stereo unspecified) | 2.9 | 6.5 | -8.2 | 8.9 | 6.6 | -16.9 | -9.2 | 16.2 | 25.9 | 19.2 | 13.7
COC(=O)c1ccc2c(=O)n(CCN3CCOCC3)c(SCC(=O)Nc3ccccc3OC)nc2c1 | -4.8 | 7.8 | -4.5 | -14.2 | 3.9 | -15.4 | 12.1 | 26.1 | -11.6 | -1.0 | -10.4
Cc1nc2ccc(NC(=O)c3ccco3)cc2nc1C | -5.7 | -11.3 | -5.0 | -2.4 | 17.3 | 8.3 | 9.9 | 13.4 | 2.9 | -3.7 | 0.0
O=C(O)CSc1ccc2nnc(-c3cccnc3)n2n1 | 0.8 | -8.8 | -4.9 | -43.0 | 15.6 | -5.4 | -2.6 | -7.9 | 7.8 | -2.3 | 13.2
CCOC(=O)c1c(-c2ccc(C)cc2)csc1NC(=O)c1cc2ccccc2oc1=O | -1.1 | -2.2 | -5.0 | -29.0 | -39.7 | -26.0 | -24.7 | -13.9 | -24.4 | -3.2 | -18.9
Cc1ccc(Cn2c(O)c(N=O)c3ccccc32)cc1 | -4.9 | 24.4* | 12.9 | -13.0 | 15.2 | -2.3 | 3.8 | -1.8 | -7.0 | -1.0 | 12.3
CC(C)CCNC(=O)c1cc2c(s1)-c1ccccc1S(=O)(=O)C2 | -4.6 | 2.6 | -13.4 | -28.2 | -17.8 | -5.9 | 1.6 | -35.4 | 17.5 | -1.1 | -23.3
N#Cc1ccc(OCC(=O)N2CCN(S(=O)(=O)c3ccc(Cl)s3)CC2)cc1 | -6.4 | -0.3 | 0.7 | 10.8 | 8.3 | 0.2 | -13.1 | 20.9 | 28.4 | -3.0 | 11.1
O=C(Cn1ncc2c(=O)oc3ccccc3c21)NCC1COc2ccccc2O1 (stereo unspecified) | 11.0 | 4.4 | -6.0 | -26.3 | -12.1 | 5.7 | 1.6 | -12.3 | 18.4 | 1.2 | -14.7
Cc1c(Cl)cccc1NC(=S)N1CCN(Cc2ccc3c(c2)OCO3)CC1 | -0.8 | 2.1 | -21.1 | 2.2 | 3.6 | 9.9 | 18.9 | 8.9 | 3.6 | -11.4 | -1.7
Cc1cccc(N2C(=O)C3C4C=CC(C4)C3C2=O)c1 (stereo unspecified) | -2.6 | 6.1 | 4.8 | -26.8 | . | -3.3 | 8.9 | -20.0 | -1.7 | -1.6 | 8.1
COc1ccccc1CC(=O)Nc1ncc(C)s1 | 3.6 | 0.1 | 9.5 | 16.7 | -4.9 | -2.7 | -8.9 | 5.1 | 6.4 | -2.1 | 7.6
COc1ccc(OC)c(NC(=O)Nc2cnccn2)c1 | 3.9 | -0.1 | -1.5 | -95.0 | -9.6 | -0.1 | 7.9 | -24.4 | 6.5 | -1.7 | -6.3
O=C(N/N=C/c1c(Cl)cccc1Cl)c1n[nH]c2c1CCCC2 | 1.8 | -11.5 | -11.3 | -141.2 | -49.8 | -50.0 | -145.3 | -22.6 | -54.6 | -19.1 | 2.2
Cc1csc(SCc2nnc(-c3ccc(Cl)cc3)o2)n1 | 2.4 | -3.9 | -7.0 | -88.3 | -60.9 | -68.5 | -106.8 | -22.5 | -35.0 | -2.5 | -16.9
CC(C)c1ccccc1NC(=O)COC(=O)c1ccc(Cl)c(S(=O)(=O)N2CCCCCC2)c1 | -0.3 | 0.0 | -0.9 | -6.8 | 28.5 | 7.9 | 4.3 | -33.5 | -4.9 | 1.4 | 24.0
COc1ccc(C(=O)Nc2ccc(C3(C#N)CCCC3)cc2)cc1OC | -4.4 | 3.0 | -0.1 | -38.8 | -80.1 | -41.0 | 1.9 | -44.7 | -30.4 | 5.1 | -10.4
CCC(=O)Nc1nonc1-c1nc2ccccc2n1CC(C)C | -0.1 | -2.1 | 8.8 | 8.3 | -9.2 | 10.5 | 2.8 | -6.0 | 9.2 | 2.9 | 0.6

An excerpt of these results, with two lines to a compound.
Results follow in this order: ABHD5 PLIN5 PPI	TLR9-MyD88 block	NOD2-RIPK2 inh	SRC1 inh	TROY NFkB inh	NCOA3 inh	LRH-1 inv ag	SRC2 inh	COUP-TFII inh	Granule exo inh	TWEAK Fn14 block
> N#Cc1cccc(C(Br)S(=O)(=O)c2ccccc2)c1 (stereo unspecified)
  4.5	1.5	1.2	7.0	-4.3	-15.4	-1.7	-43.8	4.4	-2.0	6.5
> CCOc1ccc2c(c1)c(N=O)c(O)n2C
  10.4	6.2	10.7	-10.1	-3.2	-13.0	11.8	-6.8	-14.2	-3.4	-3.0

This is a subset; the hit share may differ from the screen's.
